Source: PubChem (National Center for Advancing Translational Sciences (NCATS))
D2 PAM: positively modulates the human D2 dopamine receptor allosterically | P14416 | HEK293 T-REx D2, calcium flux, EC20 dopamine potentiation | potentiation, % at 10 µM | 0.34% of 340,000 active;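 active means potentiation over 3 SD above the plate norm, cut at about 30% in these data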; further: 0% is about no effect
Target sequence (P14416 whole entry, looked up): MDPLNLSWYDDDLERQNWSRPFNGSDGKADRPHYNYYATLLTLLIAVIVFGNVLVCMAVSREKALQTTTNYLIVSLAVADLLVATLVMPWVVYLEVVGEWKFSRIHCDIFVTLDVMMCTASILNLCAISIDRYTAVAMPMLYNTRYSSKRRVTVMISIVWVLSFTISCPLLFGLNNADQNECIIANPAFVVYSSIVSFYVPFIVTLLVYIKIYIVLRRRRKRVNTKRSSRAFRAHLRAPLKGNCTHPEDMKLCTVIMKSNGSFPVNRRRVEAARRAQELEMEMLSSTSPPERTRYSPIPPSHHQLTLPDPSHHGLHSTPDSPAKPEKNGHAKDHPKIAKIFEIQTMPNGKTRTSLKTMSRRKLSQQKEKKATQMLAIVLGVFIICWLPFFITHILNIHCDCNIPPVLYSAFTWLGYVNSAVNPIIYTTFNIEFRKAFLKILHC
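Calcium flux readout, no-wash dye, 1 read/s. Inducible HEK293 Trex D2 line, overnight 30 C. Compound alone 180 s (agonist flags), then EC20 dopamine, another 180 s to score potentiation.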
RXFP1 antag: blocks the human relaxin receptor RXFP1; HEK293-RXFP1, relaxin-stimulated cAMP HTRF, 30 min; active compounds read low; AID 1259400; 0.59% of 350,000 active; activity change, negative = inhibition, % at 57.5 µM; Q9HBX9;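 active means activity change of -60% or lower, but not beyond a set lower limit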; further: on the % scale 0 is the no-effect control and ±100 the full control effect
D1 PAM: enhances dopamine response at the human D1 receptor; HEK293 TREx D1 cells, calcium flux, dopamine EC20 potentiation; potentiation, % at 10 µM; 0.036% of 360,000 active; AID 504651; in the data active means potentiation above about 30%; further: 0% is about no effect
Target sequence (P21728 whole entry, looked up): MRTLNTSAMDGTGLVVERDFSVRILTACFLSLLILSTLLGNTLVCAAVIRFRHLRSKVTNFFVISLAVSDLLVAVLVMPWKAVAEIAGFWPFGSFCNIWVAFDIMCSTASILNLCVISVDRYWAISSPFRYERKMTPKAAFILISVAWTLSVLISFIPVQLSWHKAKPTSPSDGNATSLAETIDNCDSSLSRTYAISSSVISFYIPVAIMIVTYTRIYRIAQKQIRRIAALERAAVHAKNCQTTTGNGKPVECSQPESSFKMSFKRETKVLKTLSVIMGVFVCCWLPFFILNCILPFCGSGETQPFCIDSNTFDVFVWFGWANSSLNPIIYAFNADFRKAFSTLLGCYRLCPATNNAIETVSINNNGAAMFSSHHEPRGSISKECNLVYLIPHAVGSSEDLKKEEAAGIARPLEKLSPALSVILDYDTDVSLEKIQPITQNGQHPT
RXFP1 ag: agonists of human relaxin receptor RXFP1 | Q9HBX9 | HEK293T-RXFP1 cAMP TR-FRET, 30 min; response scale: percent of porcine relaxin response, buffer zero | Potency, µM (doses to about 57.5 µM), for the others: at the highest dose activation, actives largely listed as activators | 0.3% of 370,000 active; active means well fitted activation curve with a large enough effect; further: potency means the concentration at half of the fitted maximal effect; on the % scale 0 is the no-effect control and ±100 the full control effect; nearly all actives have a fitted effect of over 60% in size; many of its hits are not listed in these tables
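HEK293T cells stably expressing RXFP1 were pretreated with the PDE4 inhibitor Ro 20174, exposed to compounds for 30 min at 37C, lysed, and cAMP was read by TR-FRET. Data normalized to buffer (basal) and 29 nM porcine relaxin (100%).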
D2 agonist: D2 dopamine receptor (human) agonism. P14416. HEK293 T-REx D2 cells, calcium flux agonist mode. activation, % at 2 µM. 0.53% of 340,000 active. AID 485358;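 active means activation over 3 SD above normal in the single-dose calcium agonist read, cut at about 30% in these data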; further: 0% is about no effect
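Agonism scored from kinetic calcium signal (1 read/sec, 180 s) following compound pin transfer, after a 10 s baseline. Cells: HEK293 Trex line expressing inducible D2 receptor coupled to calcium, dye-loaded after overnight culture at 30 C.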
D1 antagonist: blocks dopamine activation of the human D1 receptor; P21728; HEK293 TREx D1 cells, calcium flux, dopamine EC80; active compounds read low; activity change, negative = inhibition, % at 10 µM; 3.2% of 360,000 active; AID 504652; in the data active means activity change below about -30%; further: on the % scale 0 is the no-effect control and ±100 the full control effect
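Compound effects on dopamine-evoked calcium signalling were measured in tetracycline-induced HEK293 Trex D1 cells. Dopamine at EC80 followed a 180 s compound pre-read, and fluorescence was tracked kinetically for 180 s more.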
D2 antag: D2 dopamine receptor (human) antagonism. P14416. HEK293 TREx D2 cells, calcium flux, dopamine EC80. inhibition, % at 10 µM. 2% of 340,000 active; in the data active means inhibition above about 30%; further: 0% is about no effect
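Cells plated overnight at 30 C with tetracycline; no-wash calcium dye, 30–90 min RT; 10 s baseline; compound pinned; 180 s read; EC80 dopamine added; another 180 s read.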
D1 agonist: human D1 receptor agonism; activation, % at 2 µM; 1% of 360,000 active; HEK293 T-REx D1 cells, calcium flux, agonist mode; in the data active means activation above about 30%; further: 0% is about no effect
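Agonism was scored from calcium flux recorded over 180 s (1 read/s) after pintool compound addition, following a 10-cycle baseline. Cells were inducible force-coupled HEK293 TREx D1, plated overnight at 30 C and loaded with no-wash calcium dye.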
TRHR PAM: allosterically enhances the human TRH receptor; P34981; AID 493056; TRHR cells, fluo-8 calcium fluorescence, EC20 TRH enhancement; enhancement, % at 2 µM; 0.66% of 360,000 active; in the data active means enhancement above about 30%; further: 0% is about no effect
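TRHR-expressing cells loaded with fluo-8 calcium dye were read kinetically (ex 480/em 530) during compound addition, then stimulated with an EC20 of TRH (10 nM final). Enhancement of the Gq-mediated intracellular calcium response was scored.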
The depositor's hits bear a star; x = no result given; & = joins results of further samples. An excerpt (hit frequency here may not be typical).

SMILES | D2 PAM | RXFP1 antag | D1 PAM | RXFP1 ag | D2 agonist | D1 antagonist | D2 antag | D1 agonist | TRHR PAM
Cc1cccc(CCNC(=O)CCc2c(C)nc3ncnn3c2C)c1 | -1&-8 | 7 | 2&-4 | 8.3%&3.8% | 0.9&-1.5 | -2&2 | -6 | -1&2 | -5&8
Cc1nc2c(F)c(F)c(C(F)(F)F)c(F)c2[nH]1 | -9 | 7 | -2 | 2.2% | -0.1 | 2 | -14 | 19 | -1
O=C(NCCc1ccccc1)c1ccccc1NC(=O)C1CCCO1 (configuration not stated) | x | 4 | 8 | 0.9% | x | -21 | x | 2 | -3
O=C(Cn1ccc(C(F)(F)F)n1)N/N=C/c1cccs1 | 9 | x | -4 | 2.5% | x | -3 | x | 3 | -4
CC(=O)Nc1ccc2nc3ccccc3nc2c1 | 13 | x | 4 | 8.6% | 1.2 | 3 | 5 | 3 | 8
O=C(c1ccccc1)c1ccc(OCCCN2CCCCC2)cc1 | 6 | -2 | -3 | 0.6% | -0.1 | 2 | -5 | 2 | -2
CCN(CC)CCCNCC(=O)Nc1cc(C)on1 | -1 | 0 | -2 | 0.0% | 0.1 | 8 | 6 | -1 | 0
OCC[C@@H]1C[C@@H](O)[C@H](O)[C@]2(Cc3ccccc3CO2)O1 | 3 | x | -3 | 0.2% | -0.3 | -1 | 5 | 0 | 1
O=[N+]([O-])c1cccc(C(=S)N2CCN(c3ccc(F)cc3)CC2)c1 | 4 | -16 | -1 | 1.5% | 1.8 | -18 | -6 | 1 | -3
CCOc1ccccc1N=Cc1c(O)c2ccccc2oc1=O | -4 | 0 | 7 | 0.0% | 0.5 | -1 | -1 | 2 | -5
CCOc1ccccc1-n1nnnc1SC(C)C(=O)OC (configuration not stated) | 5 | -10 | 9 | 0.2% | -0.5 | 9 | 1 | 3 | 1
CC(=O)CSc1ncnc2sc3c(c12)CCC3 | 3 | -12 | -4 | 11% | 8.8 | 8 | -10 | 4 | 1
COc1ccc(C(=O)NC(=S)NCc2cccnc2)cc1Cl | -23 | -4 | 0 | 0.0% | 0.8 | -10 | 1 | 4 | -8
CCOC(=O)C1=C(C)Nc2ccccc2N/C1=N\S(=O)(=O)c1cc(C(=O)O)ccc1Cl | -4 | 1 | -2 | 2.5% | 0.2 | 4 | 10 | 0 | 24
O=C(NCC(=O)N(Cc1cccs1)C(C(=O)NC1CCCCC1)c1ccco1)c1ccco1 (configuration not stated) | -15 | 1 | 1 | 2.2% | 0.8 | 10 | -1 | -2 | -15
Cc1cc(C)nc(SC2CC(=O)N(c3ccc(C)c(C)c3)C2=O)n1 (configuration not stated) | 10 | 9 | -2 | 14% | -0.3 | 6 | -11 | 3 | 12
COc1ccc(S(=O)(=O)N2CCN(Cc3ccc(Cl)cc3)CC2)cc1 | -5 | -3 | -2 | 1.9% | -0.4 | 10 | -8 | 3 | -1
O=C(CSc1nc2ccccc2c(=O)n1CCCN1CCOCC1)Nc1ccc2c(c1)OCO2 | -6 | 6 | -11 | 2.3% | 0.4 | 13 | 4 | 3 | -3
O=C(Cc1cccc(NC(=O)C2CCCN(C(=O)C3CCCCC3)C2)c1)Nc1cccc(C(=O)N2CCCC2)c1 (configuration not stated) | 11 | x | -4 | 1.1% | 1.2 | -18 | 19 | 10 | 0
CCOC(=O)c1c(NC(=S)Nc2ccccc2C)sc2c1CCC2 | 8 | -5 | 3 | 1.4% | 0.1 | 5 | 4 | 2 | 1
CCOC(=O)[C@@H]1[C@H]2COc3ccccc3[C@H]2N2C(=O)N(c3ccccc3)C(=O)[C@]12C | 2 | x | 9 | 0.7% | -0.3 | 10 | -8 | 3 | -1
CCN1C(=O)[C@H]2[C@@H](c3ccc(C)cc3)N3C(=O)N(c4ccc(C)cc4)C(=O)[C@@]3(C)[C@H]2C1=O | -2 | x | -6 | 0.6% | -1.4 | -3 | 9 | -1 | -2
CCOc1ccc(-n2c(Cc3cc(=O)[nH]c(=O)[nH]3)nnc2SCC(=O)Nc2nnc(C)s2)cc1 | 3 | -8 | -1 | 2.3% | 0.7 | -6 | 0 | -1 | -1
C=CCNC(=O)CCCC(=O)NCC=C | -1 | 7 | -2 | 1.8% | 1.6 | 0 | 6 | 2 | 0
O=C(Cc1ccc2c(c1)OCCO2)Nc1cc(C(F)(F)F)ccc1N1CCOCC1 | 2 | -14 | -1 | 0.2% | 0.5 | -21 | 4 | 2 | 5
CCOc1ccc(NC(=O)N(C2CCCCCC2)C2CCN(C(C)=O)CC2)cc1 | 3 | 3 | -2 | 3.2% | 0.4 | 8 | -28 | 1 | -1
COc1ccc(CNC(=O)C2CCN(S(=O)(=O)N3CCCC3)CC2)cc1 | -3 | 7 | 2 | -0.5% | 0.3 | -11 | -4 | 0 | -6
O=C(CSc1nnnn1-c1cccc2c1CCCC2)N1CCOCC1 | 15 | -13 | 5 | 0.8% | -1.8 | -8 | 17 | 70* | 25
CCCOc1cccc(C(=O)Nc2cccc3ncccc23)c1 | 8 | 3 | -3 | 0.4% | 0.9 | 5 | -1 | 5 | 10
COc1ccc2c(c1)O/C(=C\c1ccccc1C)C2=O | 9 | -5 | 1 | 0.4% | 0.6 | 15 | 3 | 3 | -4
CC(CCN1C(N(C)C)=NC[C@@H]1C)c1ccccc1 (some centres not stated) | 8 | x | -7 | -1.2% | 0.0 | -12 | -13 | 2 | -1
CCOC(=O)Cn1cnc2c(nnn2Cc2ccc(Cl)cc2)c1=O | 8 | 13 | -1 | 3.2% | 0.3 | 1 | -14 | 2 | 0
CCOc1cc(C(=O)NC(=S)Nn2cnnc2)cc(OCC)c1OCC | -4 | -8 | -3 | 3.2% | -0.7 | -5 | 5 | 3 | -3
CN(Cc1ccccc1)C(=O)COC(=O)CCN1C(=O)C2CC=CCC2C1=O (configuration not stated) | -12 | -6 | -2 | -1.3% | 0.5 | 11 | -13 | 0 | 6
COCCN(C(=S)Nc1c(C)cc(C)cc1C)C(C)c1cccs1 (configuration not stated) | -1 | -4 | -8 | 0.8% | 0.0 | -1 | 10 | 5 | -2
CN(CC(=O)Nc1cccc(F)c1)C(=O)Cn1c(=O)cnc2ccccc21 | 4 | -9 | -1 | 0.6% | -0.4 | 4 | -3 | 3 | -2
CC1=C(C(=O)Nc2ccccc2C)C(c2cccnc2)n2nc(SCc3ccccc3)nc2N1 (configuration not stated) | 7 | -5 | -5 | 1.5% | 0.0 | -38* | x | 3 | 5
CCCCOC(=O)c1ccc(NC(=O)Cc2coc3c(C)c(C)ccc23)cc1 | 8 | -37 | -2 | 0.1% | 3.2 | 1 | x | 24 | -2
Cc1ccc(NC(=O)C(=O)NCCc2c[nH]c3ccccc23)cc1C | 0 | -8 | 0 | 1.2% | -0.9 | -22 | -17 | 3 | -2
COc1cc(C(=O)N/C(=C\c2cn(C)c3ccccc23)C(=O)N2CCN(C)CC2)cc(OC)c1OC | 12 | 6 | 2 | -0.8% | 0.8 | -1 | -1 | 1 | -11
COC(=O)c1ccccc1NC(=O)C1CC(=O)N(c2ccccc2)C1 (configuration not stated) | x | 17 | -4 | -0.6% | 2.6 | -11 | -3 | 0 | -4
CC(c1ccco1)N(C(=O)Nc1ccccc1)C1CCCCC1 (configuration not stated) | -8 | -10 | -3 | -1.3% | 0.3 | x | 0 | 0 | 2
O=C(N/N=C/c1ccc2c(c1)OCO2)C(=O)N1CCCC1 | -6 | 9 | 1 | 1.4% | -0.5 | -16 | 3 | 2 | 8
Cc1ccc2onc(CNC(=O)NCc3cccc(Cl)c3)c2c1 | -1 | -19 | -5 | -0.3% | -2.0 | 6 | x | -1 | -4
O=C(c1cccs1)N(Cc1cc2ccccc2[nH]c1=O)c1ccccc1 | 3 | -7 | 12 | 0.0% | -0.3 | 21 | 21 | 1 | 3
Nc1nonc1C(=O)NCCNCc1ccc(Cl)c(Cl)c1 | -14 | x | -1 | -1.0% | -0.4 | -3 | x | 1 | 2
O=C1NC(=O)C(c2ccccc2)(c2ccccc2)N1 | -10&-7&-8 | -8 | 0&-7&4 | 2.3%&0.4%&1.8% | 0.0&1.2&-0.9 | 16&16&-27 | 0&11&8 | 2&-1&1 | 12&-6&-2
Cc1cccc(CCNC(=O)Cc2ccc(NC3=NC4CS(=O)(=O)CC4S3)cc2)c1 (configuration not stated) | -19 | 3 | -9 | 1.0% | x | -5 | x | 1 | 8
CCOC(=O)c1cnn(-c2cc(C)cc(C)c2)c1N | 1 | 4 | -5 | 2.7% | 1.8 | -1 | 11 | 1 | 20
Cc1cc(C(=O)N/N=C/c2ccc3c(c2)OCO3)c2ccccc2n1 | 6 | x | -2 | -0.1% | -1.7 | 0 | -7 | 2 | -6
COc1cc(OC)c(OC)cc1/C=C/c1nc2ccccc2c(=O)n1-c1ccc(Br)c(C)c1 | -8 | -17 | -1 | -2.4% | 1.5 | 1 | x | -3 | -5
CCC(C)(C)NC(=O)C(OC(=O)c1ccco1)c1ccc(OC)cc1 (configuration not stated) | 13 | -3 | -2 | -1.0% | -1.0 | 5 | 6 | 2 | 7
COC(=O)C1=NN(C(C)=O)C2(CC(=O)N(c3cc(C)cc(C)c3)C2=O)C1 (configuration not stated) | -1 | 4 | -7 | -2.4% | 0.4 | -16 | 9 | 1 | 5
COc1cc(C2c3c(-c4ccccc4O)n[nH]c3C(=O)N2Cc2ccco2)cc(OC)c1OC (configuration not stated) | 6 | -3 | 4 | -2.6% | 1.8 | 1 | -9 | 0 | 2
Cc1cc(C)n2nc(SC(C)C(=O)NCc3ccco3)nc2n1 (configuration not stated) | -9 | 0 | -1 | 0.4% | -0.1 | -4 | -24 | 1 | 3

One compound at a time, from the list above. Order of screens: D2 PAM	RXFP1 antag	D1 PAM	RXFP1 ag	D2 agonist	D1 antagonist	D2 antag	D1 agonist	TRHR PAM
COC(=O)C1=NN(C(C)=O)C2(CC(=O)N(c3cc(C)cc(C)c3)C2=O)C1 (configuration not stated) is entered as -1	4	-7	-2.4%	0.4	-16	9	1	5
Cc1cccc(CCNC(=O)Cc2ccc(NC3=NC4CS(=O)(=O)CC4S3)cc2)c1 (configuration not stated) is entered as -19	3	-9	1.0%	x	-5	x	1	8
CCC(C)(C)NC(=O)C(OC(=O)c1ccco1)c1ccc(OC)cc1 (configuration not stated) is entered as 13	-3	-2	-1.0%	-1.0	5	6	2	7
COc1cc(OC)c(OC)cc1/C=C/c1nc2ccccc2c(=O)n1-c1ccc(Br)c(C)c1 is entered as -8	-17	-1	-2.4%	1.5	1	x	-3	-5
Cc1ccc2onc(CNC(=O)NCc3cccc(Cl)c3)c2c1 is entered as -1	-19	-5	-0.3%	-2.0	6	x	-1	-4
